# Yeast superoxide – lowers age-related superoxide in aged yeast cells; S. cerevisiae aged cells, superoxide DHE fluorescence; hits give low values; superoxide response (% of plate mean), % at 10 µM; 330,000 tested, 0.18% active; AID 2690;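 active means superoxide response under a set limit, about three screen SD below normal, cut at about 65% in these data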;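 further: yeast aged for seven days with compound at 30 °C before DHE staining; 100% = average MFI of all compound-treated wells on the plate with controls excluded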
# EBNA-1 inhibitor – blocks EBNA-1 binding to DNA; EBNA-1 DNA binding, fluorescence polarization; inhibition, % at 14.8 µM; 300,000 tested, 0.34% active; AID 1950; in the data active means inhibition above about 28%
# MCL1-BIM inh – inhibitors of human MCL1 binding to BIM-BH3 peptide | Q07820 | GST-MCL1 / FITC-Bim-BH3 fluorescence polarization | inhibition, % at 10.9 µM | 320,000 tested, 0.68% active | AID 2057;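 active means inhibition above the mean inhibition of all tested compounds plus 3 SD, set per campaign, cut at about 40% in these data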;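 further: 0% = DMSO wells and 100% = unlabeled Bim-BH3 peptide control; higher means more loss of mP so more displacement of Bim peptide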
# MEX-5 binding – C. elegans MEX-5 TCR-2 RNA binding activity. Q9XUB2. MEX-5/FITC-TCR2 RNA binding, fluorescence polarization; hits give low values. activity score (negative = inhibition of binding), % at 10 µM. 300,000 tested, 0.38% active;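 active means inhibition past about -25% in most replicates, and total fluorescence under double the plate's negative control median, limit read from the data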;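 further: 0% = DMSO and -100% = 5 µM competing unlabeled TCR2 RNA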
# Target sequence (Q9XUB2 whole entry, looked up): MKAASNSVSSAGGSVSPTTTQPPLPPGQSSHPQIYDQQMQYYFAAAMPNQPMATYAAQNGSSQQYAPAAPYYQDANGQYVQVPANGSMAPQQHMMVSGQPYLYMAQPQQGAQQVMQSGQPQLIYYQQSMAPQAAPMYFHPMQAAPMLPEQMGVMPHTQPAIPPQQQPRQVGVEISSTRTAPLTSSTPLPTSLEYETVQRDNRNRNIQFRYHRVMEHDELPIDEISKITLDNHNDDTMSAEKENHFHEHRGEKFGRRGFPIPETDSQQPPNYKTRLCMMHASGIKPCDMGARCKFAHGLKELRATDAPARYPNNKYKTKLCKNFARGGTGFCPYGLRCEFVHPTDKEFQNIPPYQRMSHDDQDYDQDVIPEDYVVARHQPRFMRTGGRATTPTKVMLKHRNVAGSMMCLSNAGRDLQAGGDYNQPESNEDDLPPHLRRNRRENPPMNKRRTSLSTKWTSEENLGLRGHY
# BCLXL inh – inhibitors of human Bcl-xL | Q07817 | AID 2129 | GST-Bcl-xL / FITC-Bim BH3 peptide fluorescence polarization | inhibition, % at 10.9 µM | 320,000 tested, 0.7% active;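 active means inhibition above the mean of all tested compounds plus 3 SD, cutoff set per campaign, cut at about 30% in these data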;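 further: 0% = DMSO wells and 100% = unlabeled Bim-BH3 peptide competitor; inhibitors lower millipolarization by displacing the labeled peptide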
# Target sequence (Q07817 whole entry, looked up): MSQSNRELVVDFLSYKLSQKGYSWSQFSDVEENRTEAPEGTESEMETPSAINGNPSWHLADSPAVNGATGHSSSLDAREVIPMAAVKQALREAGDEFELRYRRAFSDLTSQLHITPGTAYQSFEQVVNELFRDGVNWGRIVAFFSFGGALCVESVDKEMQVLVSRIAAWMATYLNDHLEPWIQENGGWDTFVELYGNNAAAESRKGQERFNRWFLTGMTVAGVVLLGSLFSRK
# Efflux pump inh – antifungal efflux pump inhibition, Nile Red retention; S. cerevisiae Candida pump triplex; inhibition, % at 10 µM; 330,000 tested, 0.44% active;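 active means plate passing quality check with inhibition over a set limit, or well fluorescence over plate mean plus 4 SD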;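 further: Nile Red retained in pooled yeast measured as flow cytometry median fluorescence; 0% = buffer negative control and 100% = Enniatin B positive control; higher means more Nile Red kept so more efflux inhibition; some compounds called inactive have numbers as strong as hits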
# Fam108B inh – Fam108B inhibition, counter-screen for RBBP9 inhibitors; recombinant Fam108B, FP-Rh probe fluorescence polarization; inhibition, % at 9.51 µM; 300,000 tested, 0.33% active; AID 1947;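 active means inhibition above the screen mean inhibition plus 3 SD, computed separately per campaign, cut at about 18% in these data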;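 further: inhibitors lower polarization as less probe binds the enzyme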
# GLD-1 RNA inh – GLD-1-TGE RNA interaction inhibition (C. elegans) | Q17339 | AID 2280 | 320,000 tested, 0.44% active | purified GLD-1 + fluorescein TGE RNA, fluorescence polarization | inhibition, % at 5.96 µM;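 active means percent inhibition above a per-plate cutoff, the plate mean of test compounds plus 3 SD, cut at about 30% in these data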;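 further: 0% = DMSO wells with GLD-1 and probe and 100% = wells lacking GLD-1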
# ZTA counter – blocks Epstein-Barr virus ZTA, an EBNA-1 counter-screen | ZTA-DNA binding, fluorescence polarization | inhibition, % at 11 µM | 320,000 tested, 0.15% active | AID 2234; in the data active means inhibition above about 33%
# Target sequence (P03206 whole entry, looked up): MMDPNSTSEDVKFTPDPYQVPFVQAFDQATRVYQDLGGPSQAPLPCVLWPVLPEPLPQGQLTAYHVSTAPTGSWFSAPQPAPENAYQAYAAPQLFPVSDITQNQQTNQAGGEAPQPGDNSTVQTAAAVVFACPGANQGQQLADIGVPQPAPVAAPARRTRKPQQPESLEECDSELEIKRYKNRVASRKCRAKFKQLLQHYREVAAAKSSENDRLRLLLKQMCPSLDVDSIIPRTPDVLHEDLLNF
# * = called active by the depositor; / = not tested or not shown.
SMILES,Yeast superoxide,EBNA-1 inhibitor,MCL1-BIM inh,MEX-5 binding,BCLXL inh,Efflux pump inh,Fam108B inh,GLD-1 RNA inh,ZTA counter
Cc1ccc(N(C(=O)Cc2cccs2)C(C(=O)NCC2CCCO2)c2ccncc2)cc1 (configuration not stated),97,-7,9,-1.5,5,0.0,-2,-2,3
CN1CCN(c2ccc(C(CC(N)=O)NC(=O)Cc3cccc4ccccc34)cc2[N+](=O)[O-])CC1 (configuration not stated),107,0,10,-3.2,4,0.0,-3,-2,-4
O=C(NC(=S)Nc1ccc2c(c1)OCCO2)c1ccccc1,83,8,11,3.3,9,-0.1,8,-4,2
Cc1cccc(C)c1NC(=O)CCCSc1nnc(-c2ccco2)o1,101,-7,-3,1.7,-4,0.1,1,1,-2
CN(C(=O)CSc1nc2ccccc2s1)c1c(N)n(Cc2ccccc2)c(=O)[nH]c1=O,93,-7,3,-2.3,10,0.0,0,1,-19
O=C(Cc1cccs1)N1CCN(c2nc(-c3ccc(Cl)cc3)cs2)CC1,113,14,-7,2.8,-3,0.2,0,3,-9
CC1(c2ccccc2)NC(=O)N(CC#N)C1=O (configuration not stated),94,8,3,4.1,5,-0.4,-1,9,-1
Cc1ccc(CNC(=O)CN(c2cccc([N+](=O)[O-])c2)S(C)(=O)=O)cc1,117,0,8,-1.0,4,-0.1,1,0,-5
Cc1cc(C)cc(N(CCC#N)C(=O)COC(=O)C2=COCCO2)c1,100,2,3,3.3,0,0.0,0,3,0
Cc1ccc(NC(=O)C(CC(C)C)NC(=O)C2CCC(C)CC2)nc1 (configuration not stated),91,2,5,0.5,3,-0.2,1,1,7
Cc1cc(C)n(CCCNC(=O)c2ccc3c(c2)NC(=O)CS3)n1,101,9,-3,1.0,0,0.0,-1,5,9
CCOC(=O)N1CCC(NC(=O)CCc2c(C)nc3ncnn3c2C)CC1,88,4,-3,0.8,1,0.0,2,4,2
Cc1cccc(-c2oc3ccccc3c2-c2ccc3c(c2)OCO3)c1,104,11,-6,1.4,1,0.2,-11,-5,8
COc1cc(CC(=O)Nc2ccccc2N2CCOCC2)cc(OC)c1OC,104,-4,-4,-2.8,-1,0.0,-1,-2,7
C=CCOc1cccc(C2/C(=C(/O)c3ccc4c(c3)CC(C)O4)C(=O)C(=O)N2CCN2CCOCC2)c1 (configuration not stated),95,-8,9,0.9,-1,0.1,0,2,-15
Cc1ccc(NS(=O)(=O)c2ccc(OCC(=O)NCc3ccncc3)cc2)cc1,91,6,4,-0.2,1,0.0,0,6,5
CC(C)CC(NC(=O)c1ccccc1NC(=O)c1ccccc1)C(=O)O (configuration not stated),94,11,1,1.5,3,-0.1,1,4,4
COc1ccc(N2C(=O)CC(n3c(CCCCO)nc4ccccc43)C2=O)cc1 (configuration not stated),98,-5,-2,0.1,1,0.3,1,-2,5
O=C(NCCc1ccccc1)C(=O)NCC1OCCN1S(=O)(=O)c1cc(F)ccc1F (configuration not stated),87,1,1,1.0,6,-0.2,-8,-2,-5
O=C1CSC(c2ccc(F)cc2)N1c1c(F)cccc1F (configuration not stated),148,3,-3,-0.7,-4,-0.1,0,-3,2
CCC1(C(=O)O)NC(c2cc(OC)ccc2O)C2C(=O)N(Cc3ccccc3)C(=O)C21 (configuration not stated),88,17,3,-0.4,3,0.1,0,2,12
O=C(O)c1ccccc1SCc1nc2ccccn2c1Br,87,1,9,0.6,9,-0.3,3,2,-8
COC(=O)C1CCN(c2cc(=O)n(-c3ccccc3Cl)c(=O)[nH]2)CC1,90,9,-3,/,2,-0.2,-1,1,-11
O=C(O)Cc1c(C(=O)O)nnn1-c1ccc(Cl)cc1Cl,92,-10,6,-0.5,4,0.0,-5,1,-10
O=C(NCc1ccc(F)cc1)c1cccnc1,85,-6,2,1.7,-3,0.1,-3,-1,0
COc1ccc([N+](=O)[O-])cc1NC(=O)C(C)OC(=O)c1ccccc1C(=O)c1ccc(Cl)cc1 (configuration not stated),99,14,10,-0.1,6,-0.3,-7,-4,-14
c1ccc(-n2ncc3c(N4CCCC4)ncnc32)cc1,99,-14,3,-0.6,1,0.0,0,5,2
COc1cccc(NC(=O)C2CCCN2S(=O)(=O)c2ccc3c(c2)n(C)c(=O)c(=O)n3C)c1 (configuration not stated),97,-7,2,-0.5,-1,0.1,-1,-5,-6
Cc1ccc(C)c(NC(=O)C2CCCN(c3cnccn3)C2)c1 (configuration not stated),110,-6,5,-0.4,6,0.1,4,-1,-5
Oc1c(Cl)cc(Cl)cc1CNc1nccs1,113,-8,5,1.4,9,0.2,-5,-4,-5
Cc1c(C#N)c(=O)c(-[n+]2ccccc2)c([S-])n1-c1ccc(Cl)cc1,99,-15,11,2.8,6,-0.1,-6,3,-25
Cc1c(C(=O)NC2CCN(Cc3ccccc3)C2)oc2ccc(Br)cc12 (configuration not stated),105,4,1,3.3,4,0.0,1,-2,2
N#C/C(=C\c1cc2ccccc2nc1N1CCOCC1)C(=O)Nc1ccc(N2CCOCC2)cc1,102,-8,-3,2.0,4,-0.2,5,0,18
O=C(CN1C(=O)C(c2ccc(F)cc2)=NC12CCCC2)Nc1ccc(F)cc1,89,7,-2,2.5,0,0.1,4,-2,-6
COc1ccc(C(=O)/C=C/c2ccccc2OC)c(OC(=O)c2ccc([N+](=O)[O-])cc2)c1,117,-11,-2,-1.5,1,0.3,-3,-6,0
Cc1oc(-c2ccc(Cl)cc2)nc1CN1CCCC(C(=O)N2CCOCC2)C1 (configuration not stated),108,-8,-2,-0.1,0,-0.2,1,-2,5
O=Cc1ccc(C(=O)OCC(=O)Nc2ccc(F)cc2F)cc1,73,7,1,-0.8,-2,-0.2,-4,-2,1
S=c1[nH]nc(Cc2ccccc2)n1-c1cccc2ccccc12,93,3,-3,1.2,-3,0.0,1,0,-5
Cc1cc(C)nc(Nc2nc3ccccc3[nH]2)n1,93,7,4,2.9,7,-0.1,-2,-3,6
C=CCn1c(COc2cccc3cccnc23)nnc1SCC(=O)O,105,0,2,-4.5,2,0.0,2,-4,6

# An excerpt from above with just EBNA-1 inhibitor.
smiles | EBNA-1 inhibitor
COc1cccc(NC(=O)C2CCCN2S(=O)(=O)c2ccc3c(c2)n(C)c(=O)c(=O)n3C)c1 (configuration not stated) | -7
Cc1ccc(C)c(NC(=O)C2CCCN(c3cnccn3)C2)c1 (configuration not stated) | -6
Oc1c(Cl)cc(Cl)cc1CNc1nccs1 | -8
Cc1c(C#N)c(=O)c(-[n+]2ccccc2)c([S-])n1-c1ccc(Cl)cc1 | -15

# Additional entries follow:
SMILES,Yeast superoxide,EBNA-1 inhibitor,MCL1-BIM inh,MEX-5 binding,BCLXL inh,Efflux pump inh,Fam108B inh,GLD-1 RNA inh,ZTA counter
CCOC(=O)C1=C(C)NC(=O)NC1c1ccc(Br)s1 (configuration not stated),114,6,1,-1.5,0,-0.1,-2,10,-7
O=C(CCc1nnc(-c2ccc(-c3ccccc3)cc2)o1)N1CCCCC1,97,1,3,-0.2,3,-0.1,0,6,6
CCOc1ccc(-c2nnn(CC(=O)N3CCN(c4ccc(OC)cc4)CC3)n2)cc1OCC,104,-5,7,1.3,4,0.1,0,6,13
CCC(=O)N1C(C(=O)NCc2ccc(OC)cc2)CSC1c1ccc(OC)cc1 (configuration not stated),117,2,4,-0.5,2,0.2,-2,-4,-1
OCC[C@@H]1C[C@H](O)[C@@H](O)[C@@]2(Cc3ccccc3CO2)O1,100,-6,2,0.2,0,0.0,-2,4,-4
CC1(C)Cc2c(c(N3CCOCC3)nc3sc4c(N5CCOCC5)nnnc4c23)CS1,104,1,3,-3.8,-1,0.0,0,5,2
CS/C(=C\[N+](=O)[O-])Nc1ccc(C)cc1,83,9,4,-0.6,5,-0.2,3,-1,-5
CCOC(=O)c1ccc(NS(=O)(=O)c2cc(-c3nnnn3C(C)C)ccc2OC)cc1,95,6,-2,-1.7,-1,-0.2,-2,-6,-2
O=C(Nc1ccc(Cl)cc1)c1cccc(NC2=NC3CS(=O)(=O)CC3S2)c1 (configuration not stated),91,6,9,1.2,-2,-0.1,0,-1,3
CN(C)C(CNS(=O)(=O)c1ccc2ccccc2c1)c1ccccc1 (configuration not stated),96,-5,-8,2.0,3,-0.9,1,-2,-10
Cc1c(NC(=O)C(C)OC(=O)CCOc2ccccc2)c(=O)n(-c2ccccc2)n1C (configuration not stated),95,7,-18,1.9,-8,0.0,-2,-1,16
O=C(Nc1nc(N2C(=O)c3ccccc3C2=O)n(-c2ccccc2)n1)c1ccccc1,84,9,16,2.0,9,0.2,0,1,21
CN(C)CCNC(=O)c1cc2cc(Br)ccc2oc1=O,112,8,5,1.5,2,-0.1,-2,8,-7
COc1ccc(Cc2nnc(NC(=O)c3ccc(OC)cc3OC)s2)cc1,106,-12,1,0.8,-1,0.6,-4,1,-10
CCCn1c(=O)c2ccccc2n2c(SCCOc3ccccc3F)nnc12,95,4,5,-3.4,3,0.0,0,0,0
CC(C)c1cccc(C(C)C)c1NC(=O)COC(=O)C1=COCCO1,82,5,1,0.9,4,0.1,3,2,9
O=[N+]([O-])c1ccccc1S(=O)(=O)Nc1ccc(-c2ccc3nncn3n2)cc1,98,-3,-3,0.1,-1,0.0,0,7,-16
CCCOc1ccc2c3c(c(=O)oc2c1OCCC)CCC3,91,1,7,3.0,0,0.0,1,4,-1
CN(C)C1=NC[C@H](Cc2ccccc2)N1CCc1ccc(F)cc1,99,-5,8,/,4,0.1,3,-2,-11
O=C1CC(Cc2ccccc2)C(=O)N1Cc1ccco1 (configuration not stated),100,8,2,2.3,2,0.0,-2,-2,5
C/C(=N\OC(=O)c1c(-c2ccccc2Cl)noc1C)c1nccs1,89,-1,2,4.1,5,0.0,-8,0,-18
CC(C)(C)NC(=O)NC(=O)C[n+]1ccc(Cc2ccc([N+](=O)[O-])cc2)cc1,101,-8,-5,-1.4,3,-0.1,3,3,10
O=C(NCCNC(=O)c1ccc(Cl)cc1Cl)c1cnccn1,106,11,3,1.1,-1,-0.1,2,0,2
CCOc1ccccc1N/C(=C(/C(Cl)=C(Cl)Cl)[N+](=O)[O-])n1cncn1,96,-4,15,/,17,-0.1,4,13,6
Nc1cccc(-c2cn3cc(C(F)(F)F)cc(Cl)c3n2)c1,108,-6,2,1.2,2,-0.1,-1,3,-13
Nc1nc(SCC(=O)Nc2ccccc2)[nH]c(=O)c1-c1ccccc1,75,-1,-3,-1.7,-2,-0.2,1,3,-13
COc1ccc(-c2csc3nc(C(C)(C)C)oc(=O)c23)cc1OC,127,-2,9,-2.1,2,0.0,-1,6,-18
CCOc1ccc(NC(=O)CN(C)C(=O)c2cc(-c3ccncc3)nc3ccccc23)cc1OCC,104,3,2,-0.8,5,-0.1,0,10,-7
COc1ccc2nc(SCC(=O)N3CCN(c4ccc(F)cc4)CC3)c(C#N)cc2c1,99,0,1,2.4,6,0.2,-1,-4,-3
COC(=O)Nc1ccc(S(=O)(=O)N2CCC(Cc3ccccc3)CC2)cc1,103,-11,5,3.1,4,0.0,-26,5,0
CC(=O)Nc1cccc(C(=O)OCC(=O)NNC(=O)c2cccs2)c1,98,-12,-2,-6.5,1,0.0,1,3,-2
COc1cccc(-c2nc(-c3ccccn3)no2)c1,99,-10,3,-2.2,5,0.0,1,-3,-1

# Record cards (already shown). Screens in order: Yeast superoxide | EBNA-1 inhibitor | MCL1-BIM inh | MEX-5 binding | BCLXL inh | Efflux pump inh | Fam108B inh | GLD-1 RNA inh | ZTA counter
# Shown for O=C(NCCNC(=O)c1ccc(Cl)cc1Cl)c1cnccn1 : 106 | 11 | 3 | 1.1 | -1 | -0.1 | 2 | 0 | 2
# Shown for COc1cccc(-c2nc(-c3ccccn3)no2)c1 : 99 | -10 | 3 | -2.2 | 5 | 0.0 | 1 | -3 | -1
